ABCB6 inh MLPCN – ABCB6 transporter inhibitors, primary screen, K562-ABCB6 cells, flow cytometry, MLPCN library. ATP-binding cassette sub-family B member 6 (Homo sapiens), Q9NP58. K562-ABCB6 porphyrin accumulation, 1 h; hits give low values. fluorescence ratio to DMSO, % at 10 µM. actives 0.19% (n = 360,000);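 active means fluorescence ratio to DMSO below 75%, the collection mean minus 3 SD; inconclusive means too few cells collected in the well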;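 further: signal is porphyrin accumulated inside mitochondria; 100% equals median channel fluorescence of DMSO control wells; lower ratio means ABCB6 inhibition with less porphyrin fluorescence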
Target sequence (Q9NP58 whole entry, looked up): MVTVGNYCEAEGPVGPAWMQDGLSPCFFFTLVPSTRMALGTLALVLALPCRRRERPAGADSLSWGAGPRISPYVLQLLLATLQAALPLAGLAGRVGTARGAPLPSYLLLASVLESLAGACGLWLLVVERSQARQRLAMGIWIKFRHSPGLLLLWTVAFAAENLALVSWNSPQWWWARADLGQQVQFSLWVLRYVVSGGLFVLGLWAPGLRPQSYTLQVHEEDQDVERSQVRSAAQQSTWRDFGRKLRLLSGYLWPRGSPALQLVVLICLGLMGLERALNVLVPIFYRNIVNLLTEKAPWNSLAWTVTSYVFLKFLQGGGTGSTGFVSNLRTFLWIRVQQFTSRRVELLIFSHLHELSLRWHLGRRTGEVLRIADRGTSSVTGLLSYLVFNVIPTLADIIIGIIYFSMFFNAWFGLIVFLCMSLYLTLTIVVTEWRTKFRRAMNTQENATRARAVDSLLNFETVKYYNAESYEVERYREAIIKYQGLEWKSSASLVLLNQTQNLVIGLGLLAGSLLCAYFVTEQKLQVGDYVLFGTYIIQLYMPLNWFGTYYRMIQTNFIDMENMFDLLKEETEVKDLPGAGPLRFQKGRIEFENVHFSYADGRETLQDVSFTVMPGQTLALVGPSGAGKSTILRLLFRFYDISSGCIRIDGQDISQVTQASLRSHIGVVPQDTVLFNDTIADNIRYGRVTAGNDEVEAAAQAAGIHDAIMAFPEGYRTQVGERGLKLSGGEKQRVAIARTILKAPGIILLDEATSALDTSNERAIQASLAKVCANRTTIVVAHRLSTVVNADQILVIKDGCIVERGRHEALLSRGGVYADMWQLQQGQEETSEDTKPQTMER
hiPSC survival – enhancers of single-cell hiPSC survival, primary screen, ATPlite luminescence | 100% = ROCK inhibitor wells, 0% = DMSO | survival enhancement, % at 20 µM | actives 0.044% (n = 360,000) | AID 602274, 2012; in the data active means survival enhancement above about 18%;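 further: cells exposed to compounds for 16 hours before the ATP read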
Glyco luc inh – increase of ERlucT glycosylation luciferase signal, primary screen, N-linked glycosylation inhibitor project, D54 ERlucT cells, luminescence, set 2; actives 0.23% (n = 360,000); reporter increase, % at 12.5 µM; AID 588692, 2011; D54 ERlucT glycosylation luciferase reporter, 24 h; percent of 100 nM tunicamycin response;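 active means mean luciferase reporter signal, scaled so untreated is 0 and the glycosylation-blocking control 100, at or above a set limit in every replicate; inconclusive means mean reaches the limit but not every replicate does; inactive means mean below the limit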;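 further: luciferase carries N-glycosylation sites so blocking glycosylation raises the light; 0% = median of neutral control wells and 100% = median of 100 nM tunicamycin wells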
CaV13 FRET inh – Primary screen for inhibitors of IQ motif and Ca2+-dependent inactivation inhibitor domain binding in CACNA1D, Förster resonance energy transfer in living cells, …; actives 0.098% (n = 340,000); inhibition, % at 12.3 µM; HEK cells, CFP/YFP FRET ICDI-IQ, plate reader, 10 min; percent FRET-ratio fall versus neutral wells;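 active means mean replicate inhibition of at least 30% and at least 1% of replicates passing that level; inconclusive means only one of the two criteria is met; inactive means neither criterion is met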;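 further: 0% = median of the neutral control wells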
Cardio protect – cardioprotection against H2O2-induced cell death, primary screen, uHTS, H9c2 cells, ATPLite luminescence; H9c2 cardiomyocytes, H2O2 injury protection, 2 h; protection from H2O2 cell death, % at 20 µM; actives 0.63% (n = 360,000); AID 588492, 2011;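 active means compounds giving at least 50% protection of heart cells from peroxide-induced death in the single-dose screen, raw or plate-pattern-corrected value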;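 further: 0% = DMSO wells with peroxide and 100% = DMSO wells without peroxide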
PDI inh – inhibitors of human PDI, primary screen, biochemical, turbidity, single point, plate reader; Protein disulfide-isomerase (Homo sapiens), P07237; PDI insulin aggregation turbidity, A650, 90 min; inhibition, % at 10 µM; actives 0.052% (n = 350,000);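 active means mean inhibition across replicates of 30% or more, whatever share of single replicates reach that level; inconclusive means mean inhibition below 30% while every single replicate reaches 30%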;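 further: absorbance from insulin aggregation driven by PDI reduction with DTT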
Vif inh – HIV Vif self-association inhibitors, primary screen, imaging, HEK293T, single point | AID 602346, 2012 | HEK293T cells, Vif self-association by quenched fluorescence, 24 h | inhibition, % at 7.49 µM | actives 0.35% (n = 340,000); in the data active means inhibition above about 50%, passing the limit was not always enough; inconclusive means no clear call, values can overlap the other calls; inactive means below about 31%; further: some results filed as inactive read as strong as hits
aDG glyco up – activators of alpha-DG glycosylation, primary screen, uHTS, Pro5-aDG cells, AlphaScreen; alpha-DG glycosylation AlphaScreen (IIH6); 0% Pro5, 100% B10-LARGE cell signal; activation, % at 10 µM; actives 0.22% (n = 360,000); AID 624168, 2012;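 active means activation of at least 8% versus controls, or a plate z-score of at least 8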;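 further: Pro5 are CHO cells carrying HIG-tagged alpha-DG that lacks glycosylation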
Granule exo inh – LAMP-1 surface exposure blockers, TALL-104 cells – cell-based, flow cytometry, MLPCN library, primary screen; inhibition, % at 10 µM; TALL-104 LAMP-1 surface exposure; cells stimulated with thapsigargin and PMA; actives 0.66% (n = 360,000);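 active means inhibition above about 55%, limit read from the data; inconclusive means no clear call, values can overlap the other calls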
m5-HT2A agonist – mouse Htr2a agonists via beta-arrestin recruitment, primary screen, cell-based, luminescence. activation, % at 7.6 µM. actives 0.66% (n = 360,000). CHO-K1 mHTR2A beta-arrestin complementation; percent of 30 µM serotonin response. AID 624169, 2012. 5-hydroxytryptamine receptor 2A (Mus musculus), P35363;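 active means activation above a run cutoff, the mean activation of all tested compounds plus 3 SD, cut at about 14% in these data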;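 further: 0% = plate median of compound wells and 100% = 30 µM serotonin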
Active calls of the source: *; ? = inconclusive; . = no result given. Compounds as they come (roughly 3.1% active in at least one column).

SMILES | ABCB6 inh MLPCN | hiPSC survival | Glyco luc inh | CaV13 FRET inh | Cardio protect | PDI inh | Vif inh | aDG glyco up | Granule exo inh | m5-HT2A agonist
CSc1ccc(Cn2nnc(C(=O)Nc3ccc(C)c(C)c3)c2N)cc1 | 97 | -1.7 | -10 | -2 | -18 | . | -7 | -0.1 | 4 | -4
Cc1ccc(S(=O)(=O)CCC(=O)Nc2cccc(S(=O)(=O)N3CCCCCC3)c2)cc1 | 93 | -0.8 | -5 | -16 | -12 | -3 | -16 | 0.4 | 4 | -1
COc1ccc(OC)c(C(=O)CN2C(=O)NC(C)(c3ccccc3)C2=O)c1 (configuration not stated) | 91 | 13 | 3 | -3 | 1 | 15 | 12 | -0.2 | 1 | 6
O=C1CSC(=S)N1Cc1cccs1 | 98 | -3.6 | 0 | -6 | -2 | 7 | -1 | 1.0 | -4 | 0
COc1ccc(C2NC(Cc3ccccc3)(C(=O)O)C3C(=O)N(c4ccccc4OC)C(=O)C23)cc1 (configuration not stated) | 99 | -0.5 | 1 | -7 | -2 | 0 | 2 | 0.3 | -3 | 0
CCOC(=O)N1CCN(C(=O)/C(=C/c2ccc(N(C)C)cc2)NC(=O)c2ccccc2)CC1 | 98 | -0.3 | -1 | -7 | 0 | -8 | -8 | 0.1 | 2 | 8
COC(=O)c1cccc(Oc2nc3c(c(=O)n(C)c(=O)n3C)n2Cc2ccc(C)cc2)c1 | 98 | 0.0 | -3 | 3 | 17 | -3 | -1 | 0.0 | 2 | 4
COc1ccc(/C=N/NC(=O)CCn2nc(C)cc2C)cc1 | 96 | 5.1 | 1 | -5 | 2 | 1 | 23 | 0.0 | -4 | -8
C=CCNC(=O)C12CCC(C)(C(=O)C1Br)C2(C)C (configuration not stated) | 98 | 0.0 | 1 | -14 | 5 | 6 | 14 | -0.1 | 0 | -1
COCCN1C(=O)N[C@@H](c2ccccc2)[C@H](C(=O)OC)[C@H]1C | 106 | 7.9 | -1 | -3 | -1 | -9 | -1 | -0.2 | -11 | 0
Cc1cccc(-n2nc(C(=O)c3ccco3)cc(-c3nc4ccccc4[nH]3)c2=N)c1 | 111 | -0.3 | 0 | 21 | -12 | -2 | -6 | 0.8 | 3 | 2
CN(C(=O)CSc1nnc(-c2ccco2)o1)C1CCCCC1 | 101 | 1.0 | -1 | . | 7 | -14 | -5 | 0.1 | 4 | -3
O=C(O)C1(c2ccccc2)CCN(S(=O)(=O)c2cccs2)CC1 | 98 | 0.9 | 2 | -3 | 7 | 16 | -2 | -0.1 | 2 | 2
COc1ccc(CC(=O)O/N=C(\N)c2ccc(C)cc2)cc1 | 102 | -0.8 | 0 | -2 | -11 | -1 | 28 | -0.1 | -9 | 1
CC1(Oc2ccc3ccccc3c2)CCN(Cc2ccc(OC(F)(F)F)cc2)C1 (configuration not stated) | 86 | 3.5 | 2 | -4 | -25 | -1 | 1 | -0.1 | -10 | 3

Brought forward from above: three compounds; new compounds follow.
SMILES | ABCB6 inh MLPCN | hiPSC survival | Glyco luc inh | CaV13 FRET inh | Cardio protect | PDI inh | Vif inh | aDG glyco up | Granule exo inh | m5-HT2A agonist
O=C(O)C1(c2ccccc2)CCN(S(=O)(=O)c2cccs2)CC1 | 98 | 0.9 | 2 | -3 | 7 | 16 | -2 | -0.1 | 2 | 2
COc1ccc(CC(=O)O/N=C(\N)c2ccc(C)cc2)cc1 | 102 | -0.8 | 0 | -2 | -11 | -1 | 28 | -0.1 | -9 | 1
CC1(Oc2ccc3ccccc3c2)CCN(Cc2ccc(OC(F)(F)F)cc2)C1 (configuration not stated) | 86 | 3.5 | 2 | -4 | -25 | -1 | 1 | -0.1 | -10 | 3
CCNC(=O)CN(CCc1ccccc1)S(=O)(=O)c1ccc(OC)cc1 | 97 | 2.9 | -2 | -5 | -6 | -3 | -4 | 1.4 | -1 | -1
CCOC(=O)N1CCN(C(=S)NC(=O)c2cccc(OC)c2)CC1 | 103 | -2.5 | -1 | -5 | 2 | 21 | -2 | 0.0 | -4 | 1
Cc1cccc(C(=O)NCC(c2ccco2)N2CCc3ccccc32)c1 (configuration not stated) | 92 | 0.4 | -1 | -6 | 3 | -2 | 1 | 0.3 | -2 | 3
CCOC(=O)CSc1nc2c(c(=O)n(C)c(=O)n2C)n1Cc1ccccc1F | 97 | -1.8 | 1 | 8 | -15 | . | 10 | 0.0 | 1 | 3
COc1ccc(CCNC(=O)c2cccc(NS(=O)(=O)c3ccccc3F)c2)cc1OC | 99 | 0.0 | -1 | . | 0 | -9 | -1 | -0.1 | -5 | 2
CCN(CC)S(=O)(=O)c1ccc(Cl)c(C(=O)Oc2cccnc2)c1 | 101 | -1.5 | -1 | -4 | -1 | 4 | 6 | -0.3 | -3 | 9
CCN1C(=O)/C(=C\c2cn(CCC#N)nc2-c2ccc(F)cc2)SC1=S | 105 | -1.2 | -4 | -20 | 7 | -10 | -3 | -0.2 | -1 | -1
CN(c1ccccc1)S(=O)(=O)c1ccc2c(c1)oc(=O)n2C | 96 | -0.7 | 0 | 9 | 3 | 0 | 17 | -0.2 | 4 | 1
COc1ccc(NC(=O)N2CCC(n3nnc4cc(C)ccc43)CC2)cc1 | 90 | -0.6 | -3 | -4 | 2 | 1 | 2 | 0.0 | 10 | 1
Nc1ccc(S(=O)(=O)Nc2nccc(/C=C/c3cccc([N+](=O)[O-])c3)n2)cc1 | 91 | 0.1 | -7 | -5 | -2 | 6 | 36 | 0.3 | 6 | 4
CCOc1cc(CNS(=O)(=O)c2ccc3c(c2)CC(=O)N3C)cc(OCC)c1OCC | 95 | -0.6 | 2 | -15 | 0 | 5 | -4 | 0.1 | -2 | -1
CC(C)(Oc1ccc(Cl)cc1)C(=O)NCc1n[nH]c(=O)c2ccccc12 | 91 | -0.5 | 1 | -4 | 29 | 1 | -4 | -0.2 | -1 | -3
COc1ccc(C(=O)Nc2nc3c(s2)Cc2cc(OC)ccc2-3)cc1 | 108 | 8.3 | -1 | . | -12 | 1 | -10 | -0.9 | 1 | 1
Cc1cc(C)nc(Oc2ccc(Br)cc2Br)n1 | 96 | -0.5 | -3 | -3 | -3 | 3 | 24 | -0.3 | -1 | 0
CC(=O)Nc1cccc(-c2ccnc3c2CC(C)(C(=O)NCCN(C)C)O3)c1 (configuration not stated) | 97 | 3.8 | 4 | -5 | 3 | 15 | -12 | -0.1 | 1 | 7
O=S(=O)(c1ccccc1)c1nc(-c2ccco2)oc1N1CCCCCC1 | 97 | -2.3 | -1 | . | -12 | -1 | -4 | 0.0 | -2 | 0
CCc1nc2ccc(C(=O)Nc3cccc(NS(C)(=O)=O)c3)cn2c1N(C)Cc1nccn1C | 98 | 0.4 | 2 | -5 | 5 | 1 | 14 | -0.2 | -1 | 9
CC(=O)NCCC1CCN(C(=O)c2cc(COc3ccc(C)nc3)on2)CC1 | 98 | 3.0 | 1 | -2 | -8 | 12 | 8 | 0.2 | 0 | 10
O=C(CN(C(=O)CCC(=O)Nc1nccs1)c1ccccc1F)NCCc1ccccc1 | 92 | -0.2 | 0 | -5 | 2 | 9 | -6 | 0.1 | -1 | 5
COc1ccc(OCC(=O)Nc2ccc(N3CCOCC3)cc2)c([N+](=O)[O-])c1 | 95 | 0.1 | 2 | -3 | 11 | 11 | 0 | 0.0 | -2 | 0
c1ccc(CNc2nc3ccccc3n3cnnc23)cc1 | 97 | -0.6 | 0 | -6 | 0 | 17 | 8 | 0.0 | 6 | -3
COc1ccc(-c2cc(C(F)(F)F)nc(SCC(=O)Nc3ccc4c(c3)OCO4)n2)cc1OC | 100 | -2.4 | 2 | -5 | -3 | -23 | -2 | 0.0 | -2 | 2
Cc1ccc(C(=O)CSc2nc3ccccc3c(=O)[nH]2)cc1C | 92 | -0.9 | -1 | -1 | 12 | 0 | -4 | 0.0 | 2 | 0
Cc1ccc(NC(=O)CC(NCC2CCCO2)C(=O)O)cc1C (configuration not stated) | 89 | 0.5 | 1 | -7 | 0 | 19 | 14 | 0.4 | 1 | 2
O=C(CNC(=O)CNC(=O)c1ccc(Cl)cc1Cl)NCc1cccc(Cl)c1 | 93 | 0.2 | 0 | -5 | 2 | 1 | 1 | 0.0 | 0 | -1
Cc1cc2ncn(/N=C/c3ccc([N+](=O)[O-])s3)c2cc1C | 111 | -2.2 | -1 | -5 | -9 | -2 | 10 | 5.1 | 1 | 2
O=C(COC(=O)C1c2ccccc2Oc2ccccc21)NC1CCS(=O)(=O)C1 (configuration not stated) | 98 | -1.6 | -2 | -4 | 0 | -4 | 1 | 0.0 | -2 | -4
COc1ccc(-c2cc(C(=O)Nc3c(C)nn(Cc4ccccc4Cl)c3C)no2)cc1OC | 95 | -2.3 | -1 | -3 | -4 | 6 | -12 | 0.6 | -2 | -8
CCOC(=O)C1=CCN(S(=O)(=O)c2ccc(C)cc2)C1c1ccc(Cl)cc1 (configuration not stated) | 97 | -1.4 | -5 | -6 | -5 | . | . | -0.1 | -4 | -3
COc1ccc(CCNC(=O)CNS(=O)(=O)c2ccc(Br)s2)cc1OC | 99 | -1.0 | -2 | . | -1 | -15 | 11 | -0.2 | 0 | 8
CC1CCCN(C(=O)CCNS(=O)(=O)c2ccc3c(c2)c(=O)n(C)c(=O)n3C)C1 (configuration not stated) | 94 | 0.3 | 0 | -3 | 1 | -11 | -7 | 0.0 | 3 | 2
Cc1nc2ccc(C(=O)N3c4ccccc4CC3C)cc2s1 (configuration not stated) | 93 | -0.4 | 5 | 2 | 6 | -3 | 9 | 0.5 | 1 | 9
COc1ccccc1CNS(=O)(=O)c1cc(C)ccc1OC | 103 | -1.9 | 0 | 0 | -11 | -5 | 7 | 1.3 | -3 | 0
CCCN(CC1CC1)C(=S)Nc1ccc(Oc2ccccc2)cc1 | 102 | -1.2 | -1 | -4 | -16 | -4 | 4 | 0.1 | -4 | -6
Cc1cc(C)cc(N2C(=O)CN(Cc3sccc3C)C2=S)c1 | 97 | -0.8 | 3 | -5 | -2 | -1 | 3 | -0.1 | 2 | -1
Cc1noc(C)c1S(=O)(=O)N1CCCC1C(=O)NC(C)(C)C (configuration not stated) | 85 | 0.0 | 1 | -2 | -2 | 8 | -3 | 0.1 | 4 | -1
COc1cccc(-c2cnc3c(NC(C)=O)cc(-c4cc(F)ccc4OC)cn23)c1 | 90 | 1.5 | ? | -6 | 17 | 4 | -16 | 0.0 | 38 | -2
COC(=O)CCNC(=O)Cn1cnc2sc3c(c2c1=O)CCCC3 | 99 | -1.6 | 0 | 0 | 4 | 0 | 14 | -0.2 | 1 | 6
Cn1c(-c2cc(Br)ccc2O)n[nH]c1=S | 102 | -1.0 | 2 | . | -4 | 5 | -4 | 0.1 | 4 | -7

Screening results (PubChem)
